Bioassay records: PubChem, several laboratories
MRP-1 activ: H69AR viability gain despite doxorubicin, primary screen, MRP-1 activator project, H69AR cells, CellTiter-Glo; viability rescue; viability increase, % at 10 µM; 140,000 compounds, 0.61% hits; AID 799, 2007;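 active = viability gain under doxorubicin at or above a set limit, the compound median plus 3 SD, cut at about 4.7% in these data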;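 also: MRP-1 overexpressing cells given doxorubicin 25 µM after compound pretreatment; 18-22 h compound pretreatment then 72 h with doxorubicin before readout; 0% = doxorubicin-only wells and 100% = vehicle-treated cells without doxorubicin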
bCat KO growth: primary screen for growth suppressors in beta-catenin knockout HCT116 cells (colon tumor, human); HCT116 beta-catenin knockout viability, CellTiter-Glo, 60 h; active compounds read low; viability, % at 10 µM; 140,000 compounds, 1.5% hits; AID 818, 2007;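 active = viability at or under a set limit, the compound median less 4 SD, cut at about 6% in these data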;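 also: 0% = Hyamine 1622 control at 20 µM and 100% = untreated cell control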
Measles CPE: compounds protecting cells from measles virus cytopathic effect, primary screen, measles RdRp inhibitor project, single point, MLSMR library, absorbance | Measles virus-infected cells, CPE protection | 140,000 compounds, 1.5% hits | protection (pct of control), % at 4 µM; in the data active = protection mostly above about 24%, no sharp cut-off; inactive = mostly below about 26%; also: some compounds called inactive have numbers as strong as hits
GALR2 blocker: GALR2 antagonists in receptor-expressing cells, primary screen; 140,000 compounds, 0.39% hits; Galanin receptor type 2 (Homo sapiens), O43603; antagonist mode; inhibition, % at 4 µM; in the data active = inhibition above about 27%;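 also: cells stimulated with galanin 1-16 at roughly its EC80; 0% = agonist challenge control and 100% = basal control without agonist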
Target sequence (O43603 whole entry, looked up): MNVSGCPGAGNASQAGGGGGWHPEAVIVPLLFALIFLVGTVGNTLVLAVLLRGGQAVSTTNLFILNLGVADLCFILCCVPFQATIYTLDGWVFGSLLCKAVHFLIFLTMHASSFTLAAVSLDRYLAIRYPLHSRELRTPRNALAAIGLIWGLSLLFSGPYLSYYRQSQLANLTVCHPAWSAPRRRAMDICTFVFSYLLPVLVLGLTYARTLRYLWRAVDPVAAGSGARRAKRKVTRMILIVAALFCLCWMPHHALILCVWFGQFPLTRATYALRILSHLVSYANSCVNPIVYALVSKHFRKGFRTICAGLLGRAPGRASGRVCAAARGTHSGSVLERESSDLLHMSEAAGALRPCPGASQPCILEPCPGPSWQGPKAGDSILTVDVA
Yeast life ext: compounds extending yeast replicative lifespan, primary screen, S. cerevisiae, OD615; S. cerevisiae growth with nicotinamide; deaD strain in restrictive glucose medium; inhibition of the nicotinamide effect, % at 10 µM; 130,000 compounds, 0.68% hits; AID 775, 2007;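 active = inhibition above a set limit, placed 3 SD over the median of all compounds, cut at about 26% in these data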;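 also: 0% = nicotinamide-treated wells and 100% = cells grown without nicotinamide; some compounds called inactive have numbers as strong as hits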
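Assay system: DeaD-strain S. cerevisiae. Medium: CSMM-D glucose medium, restrictive. Reagent: nicotinamide, 1.5 mM, co-present with compound. Compound: 10 µM single point, 0.25% DMSO. Schedule: culture preincubation 4 h, compound exposure 48 h, both 30 °C. Detection: absorbance at 615 nm.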
Yeast growth inh: growth inhibitors of yeast BB579 in restrictive medium, primary screen, yeast lifespan-shortening project, S. cerevisiae. AID 804, 2007. OD615, 48 h. 140,000 compounds, 0.51% hits. inhibition, % at 10 µM;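 active = inhibition above a set limit, 3 SD over the mean compound inhibition, cut at about 44% in these data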; also: inactives centre near -24
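Test system: DeaD yeast strain BB579 / Buffer or medium: restrictive glucose-based CSMM-D medium / Doses: single 10 µM dose / Schedule: 4 h cell preincubation, 48 h compound exposure, 30 °C humidified / Technique: culture absorbance at 615 nm / Controls: amphotericin B positive control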
Phagocytosis inh: inhibitors of macrophage phagocytosis, primary screen, imaging, J774A.1 cells, IgG beads; J774A.1 macrophage IgG-bead phagocytosis; 110,000 compounds, 0.07% hits; inhibition, % at 5 µM;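 active = inhibition above the mean of the plate negative controls plus 5 SD, cut at about 13% in these data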;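 also: phagocytic index as fraction of beads internalized from green versus red external bead signal; plate controls were DMSO negative control for no effect and cytochalasin-D positive control for full effect; some results beyond the cut were filed as inactive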
E-sel TNF inh: E-selectin induction blockers in HUVEC – imaging, immunofluorescence, high content, primary screen | 120,000 compounds, 0.71% hits | inhibition, % at 2 µM | HUVEC TNFa-induced E-selectin immunofluorescence;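 active = inhibition above the batch mean plus 3 SD, and confirmed as a hit on visual image review, cut at about 43% in these data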;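 also: 0% = TNF-stimulated DMSO wells and 100% = unstimulated control wells; not every result past the cut was called active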
NPY Y2 blocker: NPY-Y2 receptor antagonists, primary screen, cell-based; inhibition, % at 2.7 µM; 140,000 compounds, 0.99% hits; NPY-Y2 expressing cells, antagonist mode; in the data active = inhibition above about 17%;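 also: 0% = vehicle with agonist challenge and 100% = reference antagonist with challenge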
Target sequence (P49146 whole entry, looked up): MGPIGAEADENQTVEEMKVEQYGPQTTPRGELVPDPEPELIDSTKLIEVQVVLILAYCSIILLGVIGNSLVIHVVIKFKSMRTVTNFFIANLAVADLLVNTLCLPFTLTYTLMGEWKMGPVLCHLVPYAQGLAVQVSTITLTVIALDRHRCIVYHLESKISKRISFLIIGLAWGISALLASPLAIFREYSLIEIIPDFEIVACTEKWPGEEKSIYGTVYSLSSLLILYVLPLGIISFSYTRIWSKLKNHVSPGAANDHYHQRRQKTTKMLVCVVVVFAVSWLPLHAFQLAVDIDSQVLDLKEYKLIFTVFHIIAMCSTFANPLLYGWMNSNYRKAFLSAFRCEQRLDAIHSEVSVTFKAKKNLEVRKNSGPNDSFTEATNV
PTEN del growth: growth suppression of PTEN-null HCT116, primary screen, cell-based, CellTiter-Glo. HCT116 PTEN-null viability, 60 h; active compounds read low. viability, % at 10 µM. 140,000 compounds, 1.2% hits. AID 827, 2007;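 active = viability at or below a set limit, 4 SD under the median of all tested compounds, cut at about 3.7% in these data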;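 also: PTEN knockout HCT116 line with beta catenin targeted HCT116 as companion control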
* hit, by the source's call; . = no result given.

SMILES	MRP-1 activ	bCat KO growth	Measles CPE	GALR2 blocker	Yeast life ext	Yeast growth inh	Phagocytosis inh	E-sel TNF inh	NPY Y2 blocker	PTEN del growth
O=C(Nc1ccccc1)c1cccc(-c2nnc(-c3ccccc3)o2)c1	-3.3	96	9	0	0	-17	0	20	2	89
COc1ccc(N2CCN(c3oc(COc4ccc(Cl)cc4)nc3C#N)CC2)cc1	5.8*	57	8	0	-8	-13	-3	.	24*	61
COc1ccc(CCNC(=O)c2ccc3c(=O)n(Cc4ccco4)c(=S)[nH]c3c2)cc1OC	-2.5	92	12	-1	-6	-27	.	1	1	78
Cc1ccc(C(=O)NC(O)C(Cl)Cl)cc1 (centres undefined)	-4.3	62	3	3	7	-60	-2	-4	0	62
COc1ccc(N(C(=O)c2ccccc2OC)C2C=CS(=O)(=O)C2)c(OC)c1 (centres undefined)	-1.2	100	6	3	2	6	0	-2	0	98
Cc1cc(C(=O)N2CCc3ccccc32)c2ccccc2n1	-1.7	82	17	6	-5	-59	0	64*	2	86
CCn1nnnc1SCC(=O)c1cccc(OC)c1	0.8	101	14	5	-8	-67	-1	-34	-2	103
CCCn1c(=O)[nH]c(=O)c2c1nc(-c1ccc3c(c1)OCCO3)n2CCN1CCOCC1	-4.5	108	7	-8	-18	-13	-1	26	2	102
Fc1ccccc1COc1ccccc1/C=N/Nc1nc(N2CCCC2)nc(N2CCCC2)n1	-2.9	85	9	-9	21	-29	.	.	1	85
CC12CN3CCN(CC(C3)/C1=N\N=C1/C3CN4CCN(C3)CC1(C)C4)C2	-2.1	89	26	8	1	-20	0	38	1	101
CCOC(=O)Cc1csc(NC(=O)CSc2nnnn2-c2ccc(C)c(C)c2)n1	-0.1	85	25	-2	.	-19	.	18	3	92
CCCCCCC1C(C#N)=C(N)OC2=C1C(=O)CC(C)(C)C2 (centres undefined)	-0.7	91	13	-7	40*	-19	.	-4	-1	88
O=S(=O)(Cc1ccc(Cl)cc1)N1CCN(Cc2ccccc2)CC1	-5.8	62	15	0	0	-42	0	-11	1	58
CCCC(=O)OCCNc1cc(SCc2ccco2)c2nonc2c1[N+](=O)[O-]	-4.8	2.7*	9	-3	2	-2	-7	.	-1	14
O=C(NCc1ccco1)C1CCCN(S(=O)(=O)c2cnc[nH]2)C1 (centres undefined)	-1.2	109	22	1	-6	14	0	.	-1	106
N#CNC(=Nc1cccc(F)c1)SCc1ccccc1F	-1.4	81	25	8	-2	-36	1	.	8	82
Cc1ccccc1Nc1nc(N)nc(COC(=O)CCS(=O)(=O)c2ccccc2)n1	-1.3	96	10	2	-13	-96	1	-30	-1	104
Nc1ccc2oc(CCc3ccccc3)nc2c1	-1.1	86	15	-11	-28	-61	.	43	0	87
CCn1cc([N+](=O)[O-])c(C(=O)N2N=C3/C(=C/c4cccs4)CCCC3C2c2cccs2)n1 (centres undefined)	-2.9	60	1	7	.	-19	.	8	5	71
CC(NC(=O)C1CCC(CNc2c(N3CCOCC3)c(=O)c2=O)CC1)c1ccccc1 (centres undefined)	-0.1	106	1	-1	-4	10	.	21	1	101
Cn1c(NC(=O)c2ccccc2)c(-c2cccs2)c(=O)c2ccccc21	-3.8	91	9	3	2	-25	0	2	-2	88
CN(C(=O)c1ccccc1Cl)C1CCCCC1	-3.5	79	10	-12	-5	22	-2	-22	4	85
C/C(=C\C(=O)c1ccc(Br)cc1)NCc1ccccc1	-0.6	94	6	-12	-22	-66	0	10	9	98
Fc1ccccc1N1CCN(C(c2ccccn2)c2nnnn2C2CCCCC2)CC1 (centres undefined)	-1.8	88	20	5	-8	-24	0	.	2	84
COC(=O)C(C)N(C(=O)c1cccc(Cl)c1)c1c(C)cccc1C (centres undefined)	-0.7	65	6	-1	-3	-2	1	13	11	61
CC(C)(C)c1ccc(-c2n[nH]c(=S)n2C2CCCC2)cc1	-2.0	36	5	-9	9	-28	-1	12	9	68
CCOC(=O)CSC1=N/C(=C\c2cc(OC)c(OC)c(OC)c2)C(=O)N1C	0.4	87	11	-8	4	-52	-5	.	2	88
Cc1cc(SC(C)C(=O)Nc2c(C)n(C)n(-c3ccccc3)c2=O)nc2ccccc12 (centres undefined)	-2.8	85	13	5	-11	-41	.	0	0	89
CC(C)CC(=O)Nc1cc(NC(=O)CC(C)C)cc(C(=O)NC(C)(C)C)c1	0.3	88	5	-8	-1	-18	-1	8	1	99
CCC(C)(C)n1nnnc1C(c1ccc(C)cc1)N1CCC(C)CC1 (centres undefined)	-2.8	63	12	-10	-20	-16	.	-5	20*	69
Cn1cccc1Cc1nnc(SCC(=O)NC2CCCCC2)n1CCc1ccccc1	-2.2	76	5	4	-11	-9	1	-22	1	78
O=C(Cn1nc(Cc2ccncc2)c2ccccc2c1=O)N1CCN(C(=O)c2ccco2)CC1	-2.4	97	6	13	-8	-28	-1	.	6	103
COc1ccc(/C=N/NC(=O)c2cc(-c3ccc4c(c3)OCO4)n[nH]2)cc1OC	1.5	91	3	-6	2	-42	.	.	1	90
Cc1cc(C(=O)COC(=O)CC2Sc3ccccc3NC2=O)c(C)n1-c1ccccc1 (centres undefined)	-3.0	79	14	4	-2	-33	-7	.	4	60
CC(C)(CO)NS(=O)(=O)c1ccc2c(c1)oc(=O)c1cc(S(=O)(=O)NC(C)(C)CO)ccc12	-1.8	101	61*	0	-13	-41	0	-10	4	96
CC(C)(O)C#Cc1ccc(C(=O)N2CCC(C(N)=O)(N3CCCCC3)CC2)cc1	-3.2	95	16	10	-8	-11	0	17	1	100
CC1CCN(C(=O)c2ccc(-n3cnnn3)cc2)CC1	-2.1	89	40*	11	.	-13	.	-8	1	100
CCOC(=O)Cc1csc(NC(=O)CSc2cc(Cl)ccc2Cl)n1	-0.7	105	29*	5	6	-5	-4	.	3	106
O=C(CCNS(=O)(=O)c1cccc2nsnc12)N1CCN(c2ccccn2)CC1	-2.9	95	5	-12	-1	-28	-1	1	-3	102
Cc1ccc(C)c(-n2c(CNc3ccc(F)cc3)nnc2SCC(N)=O)c1	-0.8	88	5	-5	-10	-30	0	.	1	85
COc1ccc(C2C(C(C)=O)=C(C)N=c3s/c(=C\c4ccco4)c(=O)n32)c(OC)c1 (centres undefined)	1.9	99	3	14	-5	-39	2	-5	2	94
COc1ccc(C(CC(=O)Nc2ccccc2OC)n2cccc2)cc1 (centres undefined)	-1.9	67	13	11	1	-11	-1	-1	2	70
COc1ccc(-c2n[nH]c(=S)n2/N=C/C=C/c2ccccc2OC)cc1	-1.2	56	11	-13	4	-12	-8	-12	7	64
COc1ccc2c(Cl)c(C(=O)N/N=C/c3c(C)[nH]c4ccccc34)sc2c1	-2.4	74	8	7	-4	-39	-13	-10	0	62
CC1CCCN(CCOCCSc2ccccc2)C1 (centres undefined)	0.5	85	22	0	2	-12	-3	.	4	84
COc1ccc(-c2nc(CSCC(=O)NC3CCCc4ccccc43)c(C)o2)cc1 (centres undefined)	0.8	88	13	0	-8	-20	-1	-3	10	76
Cc1ccc(-n2c(=S)[nH]c3c(oc4ccccc43)c2=O)cc1	-1.7	78	5	-13	-2	1	5	-18	2	89
CCCCCn1c(Sc2ccccc2)nc2c1c(=O)[nH]c(=O)n2C	-3.0	26	5	3	-11	-13	1	-18	3	15
C/C(=N\NC(=O)C(N)=O)c1ccc(Br)cc1	-3.4	91	1	-12	-3	-45	-3	3	2	94
Cc1ccc(CNCC(O)(c2ccc(F)cc2)c2ccc(F)cc2)cc1	-4.0	72	6	-3	-9	-60	.	.	19*	67
CCCCc1nnc(NC(=O)C2CC(=O)N(c3ccc4c(c3)OCCO4)C2)s1 (centres undefined)	-0.9	95	14	-9	5	-14	-10	.	6	92
N#CC1=C(SCC(=O)Nc2ccccc2)NC(=O)CC1c1ccc(O)cc1 (centres undefined)	-0.8	79	6	2	5	-8	-1	1	1	88
CC(=O)Nc1ccc(OCC(=O)NCCc2ccc(Cl)cc2)cc1	-0.6	89	6	-8	1	-34	-8	.	1	83
COc1ccc(C(=O)c2coc3ccc(O)c(CN4CCCC4)c23)cc1	-2.6	73	17	4	6	-12	.	18	16	68
Cc1cc(C)c(C)c(S(=O)(=O)NCc2ccco2)c1C	-0.6	77	3	4	0	-39	-2	10	4	85
CCOC(=O)c1c(C)[nH]c(C(=O)CSc2nc3ccccc3o2)c1C	-2.6	91	7	-6	-8	-44	-2	-19	-2	80
O=C(NCc1cccnc1)c1ccc(COc2ccc3c(c2)CCC3)o1	-2.0	75	5	4	-13	-5	2	-9	4	64
CC1(C)Cc2c(sc3c2C2=NCCN2C=N3)CS1	-2.4	103	22	1	-4	-30	0	11	4	95
CCN(CC)c1ccc(NC(=O)CSc2nnc3nc(C)cc(C)n23)cc1	3.6	110	19	-8	-11	10	.	7	0	104
COc1ccc(C(=O)N/N=C/c2ccc(OC)c(CSc3ccccn3)c2)cc1	1.4	87	5	-3	-4	-47	-8	.	3	65
More compounds:
SMILES	MRP-1 activ	bCat KO growth	Measles CPE	GALR2 blocker	Yeast life ext	Yeast growth inh	Phagocytosis inh	E-sel TNF inh	NPY Y2 blocker	PTEN del growth
O=C(Nc1cccc(F)c1)C1CC(=O)N(c2ccc(Cl)cc2)C1 (centres undefined)	-1.1	75	18	-8	-6	-24	-1	11	4	86
O=C1OC(c2ccccc2)=N/C1=C\C=C\c1ccccc1[N+](=O)[O-]	-1.2	93	3	15	11	-28	-11	-35	5	95
Cc1ccc(C)c(N2CCN(C(=O)Cn3c(=O)[nH]c4ccsc4c3=O)CC2)c1	-1.8	91	9	-15	-14	-47	0	17	2	82
N=c1n(CC(=O)c2ccc([N+](=O)[O-])cc2)c2ccccc2n1Cc1ccc(Cl)cc1	-6.5	1.3*	4	-5	-2	-34	18	.	0	1.6*
Cc1cc(C2=NNC(=NC3CC3)SC2)c(C)n1-c1ccccc1	-4.0	43	6	-12	-5	-23	-3	-12	3	23
COc1ccc(/C=N/N2CCN(C)CC2)cc1O	-3.8	100	28*	-3	-4	-14	2	-23	4	92
Cc1[nH]c2ccccc2c1SCCNC(=O)c1ccc(S(=O)(=O)N2CCCC2)cc1	-1.9	63	3	-6	-2	-10	.	-9	-2	72
CCN1CCN(S(=O)(=O)c2cc(OC)c(Cl)cc2OC)CC1	-2.0	100	5	-7	-9	13	-1	11	2	94

In the list so far, these have bromine:
SMILES	MRP-1 activ	bCat KO growth	Measles CPE	GALR2 blocker	Yeast life ext	Yeast growth inh	Phagocytosis inh	E-sel TNF inh	NPY Y2 blocker	PTEN del growth
C/C(=C\C(=O)c1ccc(Br)cc1)NCc1ccccc1	-0.6	94	6	-12	-22	-66	0	10	9	98
C/C(=N\NC(=O)C(N)=O)c1ccc(Br)cc1	-3.4	91	1	-12	-3	-45	-3	3	2	94
